TRPC6 act: activators of mouse TRPC6 channel; hit rate 0.13% among 310,000; Q61143; B-score at 10 µM; HEK293-TRPC6 membrane potential dye fluorescence; active compounds read high;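 active means B-score of the integrated fluorescence ratio above library mean plus 3 SD, and starting fluorescence ratio within library mean plus 5 SD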;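 further: higher score means more depolarization so channel activation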
ANO1 activ: mouse TMEM16A channel activation, primary screen; Q8BHY3; B-score at 10 µM; AID 623877; HEK293 TMEM16A/YFP-H148Q/I152L, iodide quench fluorescence; active compounds read low; hit rate 0.3% among 340,000;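 active means fluorescence-ratio B-score plate-corrected deviation score at least 3 library SD below zero, with starting fluorescence score within 5 deviations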;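 further: channel opened by trigger with iodide after compound preincubation; score built on the fluorescence ratio of max minus min over baseline; more negative score means more quench and so TMEM16A activation or potentiation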
MrgX1 antag: antagonists of human MrgX1 receptor; Q96LB2; hit rate 1.3% among 310,000; MRGX1-HEK293 calcium flux, Fluo-4, BAM8-22 antagonism; active compounds read low; AID 588676; B-score at 10 µM;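 active means calcium-response B-score plate-corrected more than 3 library SD below zero, starting fluorescence within 5 deviations, no agonist response on first addition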;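 further: peak minus trough fluorescence over baseline after final BAM8-22 challenge near maximal dose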
Target sequence (Q96LB2 whole entry, looked up): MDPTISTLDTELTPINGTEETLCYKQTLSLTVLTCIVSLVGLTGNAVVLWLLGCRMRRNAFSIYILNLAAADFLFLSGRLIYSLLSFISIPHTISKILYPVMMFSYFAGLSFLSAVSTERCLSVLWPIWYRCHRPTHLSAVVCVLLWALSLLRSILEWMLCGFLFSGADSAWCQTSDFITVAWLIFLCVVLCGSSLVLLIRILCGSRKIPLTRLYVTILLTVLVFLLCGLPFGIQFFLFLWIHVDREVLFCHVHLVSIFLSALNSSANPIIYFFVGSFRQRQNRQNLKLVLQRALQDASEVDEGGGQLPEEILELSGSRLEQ
RGS4 pot: RGS4 potentiation or activation. B-score at 10 µM. AID 463111. HEK293 M3R/inducible RGS4, carbachol calcium flux Fluo4; active compounds read low. hit rate 0.92% among 310,000;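 active means B-score of the integrated calcium signal more than 4 SD below the library mean, with starting fluorescence not abnormally high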;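 further: negative B-score means reduced calcium response which marks RGS4 activation or potentiation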
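Reagent: ECmax carbachol challenge; Test system: M3R-expressing HEK293 line, RGS4 induced by doxycycline; Schedule: overnight RGS4 induction, 30 min dye load 37 °C, 20 min compound RT; Detection: calcium dye Fluo4 fluorescence; Read-out: Agonist-evoked peak-minus-minimum fluorescence over baseline, integrated ratio, B score.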
HDAC3 inhib: blocks human histone deacetylase 3; O15379; recombinant HDAC3, fluorogenic peptide/trypsin coupled, fluorescence; inhibition, % at 8.3 µM; hit rate 0.15% among 320,000; in the data active means inhibition above about 26%, passing the limit was not always enough
Target sequence (O15379 whole entry, looked up): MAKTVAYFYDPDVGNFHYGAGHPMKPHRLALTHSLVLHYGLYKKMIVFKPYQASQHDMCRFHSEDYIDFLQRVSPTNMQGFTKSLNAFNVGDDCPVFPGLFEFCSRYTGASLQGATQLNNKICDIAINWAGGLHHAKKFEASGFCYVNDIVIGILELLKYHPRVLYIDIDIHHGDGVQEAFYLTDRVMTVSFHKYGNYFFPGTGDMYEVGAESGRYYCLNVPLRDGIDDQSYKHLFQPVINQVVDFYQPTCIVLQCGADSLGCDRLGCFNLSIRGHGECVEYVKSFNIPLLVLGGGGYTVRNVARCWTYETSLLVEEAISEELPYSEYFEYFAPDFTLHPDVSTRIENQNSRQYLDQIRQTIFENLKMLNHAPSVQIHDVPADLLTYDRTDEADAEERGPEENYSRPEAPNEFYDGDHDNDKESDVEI
ANO1 block: mouse TMEM16A channel inhibition, primary screen; normalized B-score (activity score, 25-100; higher = stronger inhibition) at 10 µM; hit rate 1.2% among 310,000; Q8BHY3; AID 588511; HEK293 TMEM16A/YFP iodide influx fluorescence, ionomycin;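 active means ratio plate-corrected score three or more library SD toward inhibition, starting fluorescence score within five deviations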;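 further: score derived from kinetic fluorescence span divided by baseline fluorescence per well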
MrgX1 agonist: agonists of human MrgX1 receptor. MrgX1-HEK293 cells, Fluo-4 calcium fluorescence, agonist mode; active compounds read high. B-score at 10 µM. hit rate 0.44% among 310,000;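 active means calcium response B-score plate-corrected fluorescence ratio at least 3 library SD, with starting fluorescence B-score inside 5 SD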
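Test system: Stable human MrgX1 HEK293 cell line | Schedule: Overnight plating before 1 h dye loading | Read-out basis: Baseline-normalised fluorescence change ratio, B-scored | Detection: Kinetic calcium dye fluorescence, Fluo-4 NW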
SKKanGAS inh: inhibitors of SKKanGAS S. pyogenes growth in kanamycin (SK-promoter or general growth effect); AID 1662; inhibition, % at 7.5 µM; BacTiter-Glo, 6 h; hit rate 1.3% among 300,000;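 active means mean replicate score, as percent of positive control median, at least 50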;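 further: strain carries kanamycin resistance gene driven by streptokinase promoter and grows in 40 µg/ml kanamycin; loss of luminescence reflects streptokinase promoter inhibition or plain growth inhibition; 0% = median of DMSO wells and 100% = positive control at its reference dose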
RGS4 block: human RGS4 inhibition | P49798 | HEK293 M3R/RGS4 inducible, Fluo-4 calcium flux; active compounds read high; triggered by carbachol at its EC20 | B-score at 10 µM | hit rate 0.45% among 310,000 | AID 463165;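 active means B-score, a plate-corrected calcium signal, over three deviations above library mean, with baseline fluorescence within five deviations of library mean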;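 further: RGS4 expression induced by doxycycline in cells with stable M3 receptor; B-score is computed from the integrated fluorescence ratio over baseline after carbachol; higher B-score means a larger calcium signal and so more RGS4 inhibition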
Target sequence (P49798 whole entry, looked up): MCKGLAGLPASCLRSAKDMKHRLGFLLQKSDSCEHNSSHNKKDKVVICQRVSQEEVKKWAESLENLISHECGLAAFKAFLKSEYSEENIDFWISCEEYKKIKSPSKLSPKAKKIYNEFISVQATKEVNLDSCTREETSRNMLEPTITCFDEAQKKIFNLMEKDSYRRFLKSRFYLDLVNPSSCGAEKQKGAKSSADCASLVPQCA
TRPC6 inhibitor: mouse TRPC6 channel inhibition | Q61143 | HEK293-TRPC6, membrane potential dye, ACh-evoked depolarization; active compounds read low | B-score at 10 µM | hit rate 1.1% among 310,000 | AID 2553;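 active means B-score under library mean minus 3 SD, initial fluorescence not abnormally high, positive integrated signal ratio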;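 further: B-score derived from integrated fluorescence ratio over the kinetic read; more negative B-score means stronger inhibition of depolarization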
MrgX1 PAM: human MrgX1 positive allosteric modulation, primary screen | MrgX1-HEK293, Fluo-4 calcium flux, FDSS; active compounds read high | hit rate 0.63% among 310,000 | Q96LB2 | AID 588675 | B-score at 10 µM;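 active means plate-corrected calcium response at least 3 library SD above typical, normal starting fluorescence, not activating the receptor alone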;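 further: compound read alongside a low EC10 to EC30 dose of BAM8-22 agonist; peak minus trough fluorescence over baseline measured at the second addition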
* hit, by the source's call; i = inactive; x = no result given.

Fields – TRPC6 act | ANO1 activ | MrgX1 antag | RGS4 pot | HDAC3 inhib | ANO1 block | MrgX1 agonist | SKKanGAS inh | RGS4 block | TRPC6 inhibitor | MrgX1 PAM
1	Cc1ccc(-c2ccccc2NC(=O)CS(=O)CC(=O)Nc2ccc(C)c(Cl)c2)o1 (stereo not drawn)
    i | i | i | i | 3.7 | i | i | 33.2 | i | i | i
2	NC(=O)COc1c(-c2ccco2)oc2ccccc2c1=O
    i | i | i | i | -11.9 | i | i | -10.4 | i | i | i
3	Cc1cc(C)cc(SCc2noc(C(=O)NCC3CCCO3)c2C(=O)O)c1 (stereo not drawn)
    i | i | i | i | -2.5 | i | i | 11.3 | i | i | i
4	Cn1cc(CN2CCC(C(=O)N3CCCC3)CC2)c(-c2ccccc2F)n1
    i | i | i | i | 7.5 | i | i | 0.9 | i | i | i
5	CCCCN1C(=O)/C(=C/C=C2\SCCN2C)SC1=S
    i | i | x | i | x | x | x | -6.9 | i | i | x
6	Cn1cc(S(=O)(=O)N2CCc3ccccc32)cc1C(=O)Nc1ccc(Cl)cc1
    i | i | i | i | x | i | i | 29.5 | i | i | i
7	C1CN(c2nc(N3CCOCC3)nc(N3CCOCC3)n2)CCO1
    i | x | i | i | 7.0 | i | i | -10.3 | i | i | i
8	O=c1c(Cc2ccccc2)c(O)c2cccc3c4c(n1c23)CCCC4
    i | i | i | i | -5.8 | 25* | i | 36.6 | i | i | i
9	Cc1cc(C)nc(Nc2n[nH]c(COc3ccc4ccccc4c3)n2)n1
    i | i | i | i | 7.9 | i | i | -15.5 | i | i | i
10	Cc1cc(NC(=O)c2cc(-c3ccccn3)nc3c(Cl)cccc23)no1
    i | i | i | i | -3.4 | i | i | -2.2 | i | i | i
11	COC(=O)CSc1nnnn1-c1ccccc1
    i | i | i | i | -9.7 | i | i | -8.0 | i | i | i
12	OCc1nc2nc(Cl)c(Cl)nc2[nH]1
    i | i | i | i | x | i | i | x | i | i | i
13	COc1ccc(-c2nc3c(c(=O)n(C)c(=O)n3C)n2CC2CC(c3ccccc3)=NO2)cc1OC (stereo not drawn)
    i | i | i | i | -5.5 | i | i | 13.5 | i | i | i
14	CC[N+]1(CC)CC2=Cc3ccccc3CC2C1 (stereo not drawn)
    i | i | i | i | -1.7 | i | i | 5.9 | i | i | i
15	COCCn1c(SCC(=O)N2CCc3ccccc32)nc2c(c1=O)SC(C)C2 (stereo not drawn)
    i | i | i | i | -0.2 | i | i | -1.1 | i | i | i
16	CN(Cc1c(F)cccc1Cl)C(=O)c1ccc(NS(=O)(=O)c2ccc3[nH]c(=O)[nH]c3c2)cc1
    i | i | i | i | x | i | i | 8.6 | i | i | i
17	CSc1c(CC(=O)Nc2ccccc2Cl)n(Cc2ccccc2)c2ccccc12
    i | i | i | i | -8.5 | i | i | -2.9 | i | i | i
18	O=C(NN1CCOCC1)c1ccc(Br)cc1
    i | i | i | i | -7.7 | i | i | -2.6 | i | i | i
19	CSc1ccc(C(=O)c2[nH]c(=O)[nH]c2C)cc1
    i | i | i | i | -3.6 | i | i | 15.4 | i | i | i
20	COc1ccccc1N1CCN(C(=O)C(C)CS(=O)(=O)c2ccc3c(c2)NC(=O)CS3)CC1 (stereo not drawn)
    i | i | i | i | -3.7 | i | i | 9.0 | i | i | i
21	CCOc1ccc(-n2ccc(=O)c(C(=O)Nc3ccc(S(=O)(=O)Nc4ncccn4)cc3)n2)cc1
    i | i | i | i | -2.4 | i | i | 30.7 | i | i | i
22	Cc1ccc(S(=O)(=O)NCC(C)NC(=O)CN2CCOCC2)cc1 (stereo not drawn)
    i | i | i | i | 4.2 | i | i | -1.0 | i | i | i
23	COCCCNC(=O)C(=O)Nc1cc2c3c(c1)CCC(=O)N3CCC2
    i | i | i | i | 0.5 | i | i | -1.9 | i | i | i
24	O=C(Nc1cccnc1)c1ccc(S(=O)(=O)c2ccc(Cl)cc2)cc1
    i | i | i | i | -8.1 | i | i | -7.8 | i | i | i
25	O=C(Nc1ccc(Br)cc1)c1ccc(CSC2=NCCS2)cc1
    i | i | i | i | -5.9 | i | i | -1.4 | i | i | i
26	CCOc1ccc(NC(=O)COc2ccc(OC)cc2)cc1
    i | i | i | i | -0.5 | i | i | -26.1 | i | i | i
27	Nc1cccc2c1C(=O)N(Cc1nnc(-c3ccccc3Br)o1)C2=O
    i | i | i | i | -0.7 | i | i | -13.7 | i | i | i
28	CN1C(=O)C(O)(C2OC(C)(C)CCC2=O)c2ccccc21 (stereo not drawn)
    i | i | i | i | -8.5 | i | i | 1.5 | i | i | i
29	CN(CC(=O)NNC(=O)CCNS(=O)(=O)c1ccccc1)S(=O)(=O)c1ccc(Cl)cc1
    i | i | i | i | -0.6 | i | i | -3.6 | i | i | i
30	Cc1cccn2c(=O)c(/C=C(\C#N)S(=O)(=O)c3ccccc3)c(N3CCN(C)CC3)nc12
    i | i | i | i | 11.9 | i | i | 0.9 | i | i | i
31	O=C(O)CC1NC(=O)N(c2ccc(Cl)cc2)C1=O (stereo not drawn)
    i | i | i | i | -1.8 | i | i | 3.8 | i | i | i
32	COc1cc(C(=O)Nc2ccc3c(c2)OCCO3)ccc1-n1cnnn1
    i | x | i | i | 1.8 | i | i | 4.3 | i | i | i
33	Cc1cc(C(=O)Cn2cc(C(F)(F)F)ccc2=O)c(C)n1-c1ccccc1
    i | i | i | i | 8.0 | i | i | 3.4 | i | i | i
34	CCCCC(=O)NC(c1ccc(C(C)C)cc1)c1ccc2cccnc2c1O (stereo not drawn)
    i | i | i | i | -3.2 | i | i | 88.3* | i | i | i
35	COc1ccc(CNCc2ccc(C)cc2)c(OC)c1
    i | i | i | i | 0.6 | i | i | -2.9 | i | i | i
36	CC(C)(C)c1ccc(OCC(=O)N/N=C/c2ccc(N3CCOCC3)cc2)cc1
    i | i | i | i | -7.8 | i | i | -3.5 | i | i | i
37	CCc1ccc(-c2cc(C)no2)cc1S(=O)(=O)N1CCN(C(=O)c2ccco2)CC1
    i | i | i | i | -0.6 | i | i | -6.4 | i | i | i
38	CC(C)OCCCNC(=O)COCC(=O)Nc1ccc(OCCc2ccccc2)cc1
    i | i | i | i | 5.9 | i | i | 4.2 | i | i | i
39	CCN1C(=NCC(C)C)N[C@@H](c2cccc(C(F)(F)F)c2)C(C(=O)OC)=C1C
    i | i | i | i | -13.6 | i | i | -2.8 | i | i | i
40	O=C(CN1CCOCC1)NCCNC(=O)CN1CCOCC1
    i | i | i | i | 3.2 | i | i | -0.6 | i | i | i
41	O=C(CCCCCn1c(=S)[nH]c2ccc(N3CCOCC3)cc2c1=O)NCc1cccc(Cl)c1
    i | i | i | i | x | i | i | 22.4 | i | i | i
42	c1ccc2c(CN3CCOCC3)c3ccccc3c(CN3CCOCC3)c2c1
    i | i | i | i | x | i | i | 0.0 | i | i | i
43	Cc1csc(NC(=O)CSc2nc3ccccc3c(=O)[nH]2)n1
    i | i | i | i | 4.1 | i | i | 6.2 | i | i | i
44	O=C1Nc2ccccc2/C1=C\C(=O)c1ccccc1
    i | i | i | i | 3.8 | i | i | -1.6 | i | i | i
45	O=C(O)CCC(=O)Nc1nc2ccc([N+](=O)[O-])cc2s1
    i | i | i | i | -7.3 | i | i | -2.2 | i | i | i
46	CCOC(=O)c1cnc2ccc(Cl)cc2c1N1CCN(C)CC1
    i | i | i | i | -2.7 | i | i | -5.7 | i | i | i
47	COc1ccc(NC(=O)CS(=O)c2ccc(F)cc2)cc1 (stereo not drawn)
    i | i | i | i | 0.1 | i | i | -5.7 | i | i | i
48	COc1cccc(NC(=O)CSc2nnnn2C2CCCC2)c1
    i | i | i | i | 2.6 | i | i | -1.5 | i | i | i
49	COc1cc(CN2CCNC(=O)C2CC(=O)O)cc(OC)c1 (stereo not drawn)
    i | i | i | i | 2.5 | i | i | 3.3 | i | i | i
50	CCCN1CCN(c2ccc([N+](=O)[O-])cc2C#N)CC1
    i | i | i | i | 2.1 | i | i | -2.1 | i | i | i
51	COc1cc(OC)cc(C(=O)Nc2cc(C)nn2-c2ccccc2)c1
    i | i | i | i | 1.0 | i | i | -15.1 | i | i | i
52	O=C(O)CN1C(=O)c2ccc(Oc3ccc4c(c3)C(=O)N(CC(=O)O)C4=O)cc2C1=O
    i | i | i | i | -9.0 | i | i | 5.5 | i | i | i
53	NNC(=O)c1cccc(COCC(F)(F)C(F)F)c1
    i | i | i | i | 5.3 | i | i | 1.6 | i | i | i
54	O=C(O)/C(=C\c1c(C(=O)O)[nH]c2cc(Cl)cc(Cl)c12)c1ccccc1
    x | i | i | x | 3.5 | i | i | x | x | x | i
55	CCOC(=O)c1c(C)[nH]c(C)c1C(=O)COC(=O)/C=C/c1cccc(Cl)c1
    i | i | i | i | 11.9 | i | i | 3.6 | i | i | i
56	CCCC[C@@H]1CNC(=O)C(=O)N1CC(C)(C)C
    i | i | -7.17* | i | 1.4 | i | i | -1.6 | i | i | i
57	CCOC(=O)N1CCC(NC(=O)C2CCCN(Cc3nc(-c4cccc(Cl)c4)oc3C)C2)CC1 (stereo not drawn)
    i | i | i | i | 4.3 | i | i | 0.8 | i | i | i
58	Cn1cc(C(=O)NCN2CCCCC2)c2ccccc21
    i | i | i | i | 3.3 | i | i | -3.8 | i | i | i
59	CN(CC(=O)Nc1cccc(F)c1)C(=O)c1cccnc1Sc1ccccc1
    i | i | i | i | 2.0 | i | i | -4.6 | i | i | i
60	CN1C(=O)C2(OCC(C)([N+](=O)[O-])CO2)c2ccccc21 (stereo not drawn)
    i | i | i | i | 1.0 | i | i | -2.7 | i | i | i

Remaining list, next part.
Fields – TRPC6 act | ANO1 activ | MrgX1 antag | RGS4 pot | HDAC3 inhib | ANO1 block | MrgX1 agonist | SKKanGAS inh | RGS4 block | TRPC6 inhibitor | MrgX1 PAM
61	CCOC(=O)c1c(C)n(C)c2ccc(OCCN(C)C)cc12
    i | i | i | i | -6.2 | i | i | -3.1 | i | i | i
62	CSc1nc(=S)n(-c2ccccc2)c(C)c1C(C)=O
    i | i | i | i | 0.1 | i | i | 0.8 | i | i | i
63	CCOc1cc(NC(=S)NCC2CCCO2)c(OCC)cc1NC(=O)c1cccc(F)c1 (stereo not drawn)
    i | i | i | i | 3.1 | i | i | -3.9 | i | i | i
64	O=C(/C=C/c1cccc(Cl)c1)NCc1cccs1
    i | i | i | i | -2.0 | i | i | 0.0 | i | i | i
65	Cc1c(C(=O)c2cccc(F)c2)c2ccccn2c1CCC#N
    i | i | -10.3* | i | 0.4 | i | i | 1.0 | i | i | i

From PubChem
